# Screening results: PubChem BioAssay, National Center for Advancing Translational Sciences (NCATS)
# IP6K1 inhibitor = blocks human inositol hexakisphosphate kinase 1; IP6K1 kinase, ADP-Glo luminescence, 2 h; active compounds read low; activity change, % (series mostly up to about 58 µM); hit rate 0.81% among 140,000; in the data active = activity change below about -25%
#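 ADP-Glo luminescence measures ADP made by human IP6K1 during a 2 h RT reaction with ATP/IP6 (mix at 1.3 mM/130 uM); top library doses 57.5 and 19.1 uM final.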
# SNCA viab count = reduces viability of HEK-293 SNCA reporter cells. HEK-293-SNCA-luc viability, GF-AFC fluorescence, 24 h. hit rate 0.12% among 150,000. Potency, µM (series often up to 57.1 µM), inactives show top-dose activity change, negative = cytotoxicity, actives largely listed as cytotoxic;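 note: potency is the fitted concentration of half-maximal effect; 0% = DMSO-treated cells and -100% = medium-only wells without cells; nearly all actives have a fitted effect of over 30% in size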
#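 Cytotoxicity counterscreen: after 24 h compound treatment of genome-edited SNCA-luciferase HEK-293 cells, live-cell protease substrate GF-AFC read by fluorescence after 30 min; activity scaled between DMSO (0%) and medium-only (-100%), curves Hill-fitted.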
# Luciferase inh = blocks purified firefly luciferase enzyme activity | Potency, µM (series often up to 115 µM), for inactives: top-dose activity change, negative = inhibition, most hits filed as inhibitors | hit rate 2.5% among 76,000 | purified P. pyralis luciferase, luminescence, biochemical | P08659; note: potency is the fitted concentration of half-maximal effect; nearly all actives have a fitted effect of over 65% in size
# Target sequence (P08659 whole entry, looked up): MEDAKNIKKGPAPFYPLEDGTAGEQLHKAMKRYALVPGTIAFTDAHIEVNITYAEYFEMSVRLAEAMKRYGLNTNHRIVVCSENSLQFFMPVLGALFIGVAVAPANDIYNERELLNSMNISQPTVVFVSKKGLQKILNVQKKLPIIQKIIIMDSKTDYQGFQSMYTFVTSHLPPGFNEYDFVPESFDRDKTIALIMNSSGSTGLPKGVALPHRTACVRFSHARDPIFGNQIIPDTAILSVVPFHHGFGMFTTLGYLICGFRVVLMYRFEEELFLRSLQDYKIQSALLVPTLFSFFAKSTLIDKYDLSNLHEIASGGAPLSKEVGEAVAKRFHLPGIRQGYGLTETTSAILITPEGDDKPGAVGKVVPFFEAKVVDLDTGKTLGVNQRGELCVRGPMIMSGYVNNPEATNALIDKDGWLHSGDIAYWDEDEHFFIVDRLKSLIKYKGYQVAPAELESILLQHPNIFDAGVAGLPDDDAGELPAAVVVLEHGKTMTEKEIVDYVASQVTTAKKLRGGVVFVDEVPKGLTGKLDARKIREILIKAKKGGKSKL
#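 FLuc 10nM, D-luciferin 10uM, ATP 10uM, Mg acetate 10mM, Tris acetate pH 7.5, Tween/BSA; cpd qHTS; enzyme added last; CCD luminescence.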
# GPT2 inh = inhibitors of human GPT2 alanine aminotransferase | Q8TD30 | Potency, µM (top dose mostly 57.7 µM), without a hit: at the highest dose activity change, negative = inhibition, actives largely listed as inhibitors | AID 1671188 | Recombinant GPT2, coupled pyruvate oxidase/HRP Amplex Red fluorescence | hit rate 0.25% among 100,000; note: potency is the fitted concentration of half-maximal effect; nearly all actives have a fitted effect of over 60% in size; many of its hits are not listed in these tables
# Target sequence (Q8TD30 whole entry, looked up): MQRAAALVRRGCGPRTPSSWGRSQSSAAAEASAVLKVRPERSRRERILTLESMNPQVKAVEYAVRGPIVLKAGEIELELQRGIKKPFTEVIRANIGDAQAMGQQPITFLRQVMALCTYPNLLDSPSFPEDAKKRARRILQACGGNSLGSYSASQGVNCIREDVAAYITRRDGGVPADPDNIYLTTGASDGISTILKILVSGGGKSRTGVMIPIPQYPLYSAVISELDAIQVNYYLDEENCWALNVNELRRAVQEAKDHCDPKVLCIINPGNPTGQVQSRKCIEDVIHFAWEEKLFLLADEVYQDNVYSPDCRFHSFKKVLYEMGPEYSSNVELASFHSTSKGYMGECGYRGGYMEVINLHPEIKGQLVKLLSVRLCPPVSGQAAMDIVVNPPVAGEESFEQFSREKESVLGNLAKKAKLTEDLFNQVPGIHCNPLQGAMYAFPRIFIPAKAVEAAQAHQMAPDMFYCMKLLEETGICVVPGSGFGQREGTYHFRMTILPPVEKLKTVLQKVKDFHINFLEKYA
#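 Fluorescence read-out: pyruvate from GPT2 turnover coupled to pyruvate oxidase, HRP and Amplex Red (0.2mM ThPP, 0.2U/mL PO and HRP, 50uM Amplex final). Substrates 250uM a-KG, 2mM L-alanine; enzyme 10ng/uL; 30 min RT.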
# HEK293 tox = cytotoxic compounds in HEK 293 cells | HEK 293 viability, ATP luminescence (CellTiter-Glo), 48-72 h | AID 1345083 | Potency, µM (series often up to 115 µM), for the others: at the top dose activity change, negative = cytotoxicity, most hits filed as inhibitors | hit rate 6.6% among 94,000; note: potency is the fitted concentration of half-maximal effect; nearly all actives have a fitted effect of over 60% in size
#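 HEK 293 cells seeded at 250 cells/well were exposed to compound for 48 or 72 hr at 37 degree Celsius. Viability taken as ATP content by CellTiter-Glo luminescence.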
# NIH3T3 tox = NIH 3T3 cell cytotoxicity; hit rate 4.3% among 94,000; AID 1345082; Potency, µM (titrated, usually from 96.7 µM), for the others: top-dose activity change, negative = cytotoxicity, most hits filed as inhibitors; NIH 3T3 viability, CellTiter-Glo ATP luminescence, 48-72 h; note: potency is the fitted concentration of half-maximal effect; nearly all actives have a fitted effect of over 55% in size
#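 Mouse fibroblast NIH 3T3 cells, 400 per well, received compound via pintool and were incubated for 48 or 72 hr prior to CellTiter-Glo ATP luminescence measurement.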
# SNCA expr inhib = SNCA gene expression inhibition; HEK-293 SNCA-luciferase knock-in, luminescence, 24 h; Potency, µM (top dose mostly 57.2 µM), inactives show at the highest dose activity change, negative = inhibition, usual class: inhibitors; hit rate 0.17% among 140,000;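 note: potency is the fitted concentration of half-maximal effect; plate controls were DMSO cells for no effect and cell-free wells for full effect; nearly all actives have a fitted effect of over 45% in size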
# Active calls of the source: *; i = inactive; ? = inconclusive; . = not tested or not shown; [ ] = another dose, or the depositor's remark. Unless noted, calls come from the whole dose curve; as a rule, active = well fitted curve in the direction sought with a large enough effect; inconclusive = small, poorly fitted or top-dose-only effect, or another doubt; inactive = no such curve, though single readings can be large; an effect the other way counts as inactive or inconclusive. Unless noted, % is set by controls: 0 for no effect and ±100 for the full control effect. Only part of the results is shown (hit frequency here may not be typical).
SMILES,IP6K1 inhibitor,SNCA viab count,Luciferase inh,GPT2 inh,HEK293 tox,NIH3T3 tox,SNCA expr inhib
O=C(CC(c1ccccc1)c1ccccc1Cl)N(Cc1cccnc1)C1CC1 (centres undefined),28,-12%,1%,-5%,35µM*,?,-20%
COc1cc(OC)c(NC(=O)c2c(C)oc3nc(C)nc(N4CCOCC4)c23)cc1Cl,-5,10%,.,.,.,.,14%
Cc1ccc(C(=O)N2CCCCCNC(=O)CC2c2ccccc2)s1 (centres undefined),10,-4%,9%,i,-16%,-10%,-4%
CCCCc1ccc(-n2nc3cc(C)c(NC(=O)c4ccc(C#N)cc4F)cc3n2)cc1,1,-3%,.,.,.,.,-10%
Cc1cccc(C)c1NC(=O)Cn1c(=O)n(CCCS(=O)(=O)C2CCCCC2)c(=O)c2ccccc21,-5,-11%,.,.,.,.,37%
COCCNC(=O)C[C@@H]1O[C@H](CNC(=O)Nc2ccccc2)[C@@H](O)[C@H]1O,-6,-11%[87.6 µM],-12%[172 µM],i,4%[172 µM],-2%[174 µM],16%[87.6 µM]
COc1ccc(CNC(=O)C2CCN(c3nc4ccc(C)cc4[nH]3)CC2)cc1,-8,-15%,.,.,.,.,50%[activator]
COc1ccc(N2CCN(c3nc(C(=O)NCc4ccccc4C)cs3)CC2)cc1,-6,-17%,-2%,?,28µM*,?,-12%
N#Cc1ccc(CN2CCC3(CC2)Cc2ccccc2CNC3=O)cc1,4,0%,.,i,?,-14%,-24%
CCc1ccccc1N1C(=O)CN(S(=O)(=O)CC)CC1(C)C(=O)NC1CCCCC1 (centres undefined),-31*,3%,.,.,.,.,-5%
CC(C)c1nnc(CN2CCOc3c(O)cc(-c4cccc(Cl)c4)cc3C2)o1,31,-2%,7%,-10%,?,?,-18%
Clc1ccc(COCCn2ccnc2-c2cc3n(n2)CCNC3)cc1,40,-8%,1%,2%,-6%,-4%,2%
O=C(Nc1ccc2c(c1)OCCO2)N1CCCCCC1CN1CCOCC1 (centres undefined),-15,-25%,?,i,0%,-6%,109%[activator]
COc1ccc2cc(CN3CCC(OC)CC3)c(-c3cccc(C)c3)nc2c1,13,-19%,5%,-14%,?,-18%,-1%
Cc1c(CC(=O)NC(C)C)c2c(n1Cc1ccc(F)cc1)CCCC2=O,-3,6%,10%,?,?,-23%,-14%
Cc1ccccc1Nc1nnc(-c2ccc(C)c(S(=O)(=O)N3CCOCC3)c2)c2ccccc12,42,2%,.,.,.,.,10%
O=C(Nc1ccc2nc(SCC(=O)N3CCc4ccccc43)sc2c1)c1cccc(Cl)c1,8,-3%,.,.,.,.,5%
COc1ccc(C(=O)N[C@H]2CO[C@H]3[C@@H]2OC[C@@H]3n2cc(-c3ccccn3)nn2)cc1,1,-20%[87.6 µM],8%[172 µM],4%[88.5 µM],-24%[172 µM],?,-6%[87.6 µM]
COc1ccc2c(c1)CCc1c(C(=O)Nc3c(C)nn(Cc4ccc(Cl)c(Cl)c4)c3C)noc1-2,20,5%,.,.,.,.,-15%
Cn1cc(-c2cc3n(n2)CCC(=O)N3CC(=O)O)c2ccccc21,-13,5%,.,.,.,.,-2%
COC(=O)N1CCC(C(=O)N2CCC(c3nc4ncccc4[nH]3)CC2)C1 (centres undefined),-7,2%,.,i,35µM*,?,?
O=C1CC(c2ccccc2)N(C(=O)C2CCCCC2)CCCCCCN1 (centres undefined),30,-2%,3%,-3%,-13%,-20%,9%
Cc1ccc(-c2cc(C(=O)NCCc3ccccc3)c3c(-c4ccc(C)cc4)[nH]nc3n2)cc1,3,4%,.,.,.,.,97%[activator]
CCOc1ccc(OCC)c(Nc2ncncc2-c2nc(-c3ccccc3)no2)c1,-5,2%,6%,i,i,2%,37%[activator]

# Single values from the results shown.
# Result for `Cc1ccccc1Nc1nnc(-c2ccc(C)c(S(=O)(=O)N3CCOCC3)c2)c2ccccc12` in IP6K1 inhibitor: 42
# Result for `O=C1CC(c2ccccc2)N(C(=O)C2CCCCC2)CCCCCCN1` (centres undefined) in HEK293 tox: -13%
# Result for `Cn1cc(-c2cc3n(n2)CCC(=O)N3CC(=O)O)c2ccccc21` in SNCA expr inhib: -2%

# Next structures:
SMILES,IP6K1 inhibitor,SNCA viab count,Luciferase inh,GPT2 inh,HEK293 tox,NIH3T3 tox,SNCA expr inhib
CCS(=O)(=O)N[C@@H]1CN(Cc2ccccc2)C[C@H]1CN(C)C,-6,7%,3%,i,-6%,-4%,-3%
COC(=O)N1CCC2(CC1)C(=O)NCN2Cc1ccc(Cl)cc1,6,8%,-6%,i,-6%,i,1%
COc1cc(CC2COC(c3ccc(OC4OC(CO)C(O)C(O)C4O)c(OC)c3)C2CO)ccc1O (centres undefined),5,?,.,-9%[27.3 µM],.,.,.
COc1ccc(CC(=O)N2CCC(n3c(=O)[nH]c4ccccc43)CC2)cc1,21,15%,-7%,i,?,?,53%[activator]
CC(C)N[C@@H]1CC[C@@H]1NC(=O)c1cc2c(C(F)(F)F)nn(C)c2s1,14,3%,4%,-2%,i,-1%,-18%
CCN(CC)C(=O)N1CCC(n2c(C)cnc2C2CCOCC2)CC1,2,-4%,2%,-4%,-21%,-11%,-7%
C=C1OC2CC(C(=O)O)C=CC2NC1=O (centres undefined),-6,7%,.,?,.,.,.
COCC1CN(S(=O)(=O)c2cccc(C#N)c2)CC12CCNCC2 (centres undefined),-9,0%,6%,i,i,3%,-3%
NCCO[C@H]1C[C@@H](O)C12CCN(C(=O)c1ccc(=O)[nH]c1)CC2,6,5%,3%,0%,-8%,-17%,?
COc1cc(NC(=O)Cn2nc(Cc3cccnc3)c3ccccc3c2=O)cc(OC)c1OC,34,-12%,.,.,.,.,7%
Cc1cnc(CC2CCCN(S(=O)(=O)c3ccc4c(c3)OCCO4)C2)n1C(C)C (centres undefined),-12,?,-9%,i,?,?,6%
CCN(CC)c1cc2c(cc1F)c(=O)c(S(=O)(=O)c1ccccc1)cn2C,10,2%,.,.,.,.,?
Cc1nnc2n1CCC(NC(=O)NCCc1ccccc1)CC2 (centres undefined),3,4%,3%,-9%,-2%,-7%,?
COc1cccc(CN2CCc3c(cc(C(=O)NCCN4CCCCC4)n3C)C2)c1,-1,-20%,0%,?,-28%,?,-16%
Cc1ncc2c(c1CNC(=O)CCn1c(=O)[nH]c3ccccc31)CCNC2,21,1%,1%,-13%,4%,i,-27%
O=C(c1ccncc1)N1CCN(c2ccnc3ccnn23)CC1,3,1%[87.6 µM],.,4%[88.5 µM],4%[172 µM],-10%[138 µM],-1%[87.6 µM]
Cc1ccccc1NC(=O)Nc1csc2c1CCCC2,5,-6%,.,.,.,.,47%[activator]
COc1ccc(CN2CC(OCc3cccnc3)CN(C(=O)c3csc(C)n3)CC2=O)cc1 (centres undefined),-7,-1%,13%,1%,14%,i,2%
Cc1cc2nc3n(c(=O)c2n1CC(=O)Nc1ccc(Cl)cc1)CCCCC3,6,9%,0%,i,?,?,4%
Cc1ccsc1C(=O)N1CCC(N2C(=O)C(OCC3CC3)C23CCCCC3)CC1 (centres undefined),2,-2%,-1%,i,?,-27%,-16%
O=C(Nc1ccc(Cl)cc1)c1cc2n(n1)CC(c1ccc3c(c1)OCO3)OC2 (centres undefined),8,-1%,-23%,i,?,?,-24%
O=C(Cc1ccsc1)N1CCC2(CC1)CC(N(Cc1ccccc1)C1CC1)CCO2 (centres undefined),0,-3%,3%,i,?,-28%,?
O=C(c1ccc(C2CCCN2)s1)N1CCc2nc[nH]c2C1 (centres undefined),-10,0%,-2%,-5%,-6%,-21%,-15%
COc1ccccc1CNC(=O)C1CN(C(C)C)C(=O)N1 (centres undefined),29,12%[12.5 µM],.,-14%[88.5 µM],-20%[172 µM],-19%[138 µM],5%[87.6 µM]
CN1C(=O)C2(CCN(C(=O)c3ccccc3F)C2)c2ccccc21 (centres undefined),0,-5%[87.6 µM],3%[172 µM],i,?,-17%[138 µM],-4%[87.6 µM]
Oc1ccc(-c2nc(C3CC3)nc3c2CN(Cc2ccc(OC(F)(F)F)cc2)CC3)cc1,6,6%,2%,-20%,?,?,9%
COc1ccc(/C=C(/C#N)c2nc(-c3ccc(-c4ccccc4)cc3)cs2)cc1,4,25%,.,.,.,.,19%
Cn1ccnc1C(=O)N1CCC2(CC1)CN(c1ncccn1)CC2CO (centres undefined),-11,0%,7%,1%,11%,-1%,7%
O=C(c1ccccc1)N1CCC(N2C(=O)C(O)C23CCCCC3)CC1 (centres undefined),1,-8%,-10%,-18%,-18%,-11%,3%
CCc1cccc(C)c1NC(=O)CN1C=C(C(=O)OC)C(C)=NS1(=O)=O,4,-4%,13%,?,-10%,-11%,-6%
CC(=O)Nc1ccc(NCc2nnc3n2CCCCC3)cc1,-4,-5%,.,.,.,.,21%
Cc1cccc(NC(=O)C2CC(=O)N(c3n[nH]c4cc(Br)ccc34)C2)c1 (centres undefined),-7,-6%,-3%,-4%,1%,1%,-9%
CC(C)(C)n1ccc(C(=O)NC2CC(c3nnc(CO)n3C3CC3)C2)c1 (centres undefined),1,7%,-11%,5%,-25%,-25%,-6%
O=C1Nc2ccccc2C1Cc1ccc(Br)cc1 (centres undefined),23,-1%,.,.,.,.,19%
COc1ccc(C(C)C)cc1S(=O)(=O)NCCc1c(C)[nH]c2c(Cl)cccc12,8,-3%,.,.,.,.,-27%
COc1ccc(CN2C[C@@H](CO)[C@H](c3nc(C)no3)C2)cc1OC,-6,?,-8%,i,-9%,-7%,-10%
O=C1CC(c2ccccc2)N(Cc2ccc(F)c(F)c2)CCCCCN1 (centres undefined),15,-16%,2%,i,?,40µM*,?
COc1cc(NC(=O)Nc2nc3c(s2)C[C@]2(C)CC[C@@H]4[C@H](OC(=O)[C@H]4C)[C@H]2[C@@H]3C)cc(OC)c1,-3,3%,?,-17%,?,?,12%
CCOC(=O)[C@@H]1CN(C(=O)NCc2ccccc2)[C@H]2c3cccc(F)c3O[C@@H]12,7,.,.,.,?,?,.

# Full records, looked up by structure.
# Entry for O=C1Nc2ccccc2C1Cc1ccc(Br)cc1 (centres undefined) → IP6K1 inhibitor: 23; SNCA viab count: -1%; Luciferase inh: .; GPT2 inh: .; HEK293 tox: .; NIH3T3 tox: .; SNCA expr inhib: 19%
# Entry for CC(C)(C)n1ccc(C(=O)NC2CC(c3nnc(CO)n3C3CC3)C2)c1 (centres undefined) → IP6K1 inhibitor: 1; SNCA viab count: 7%; Luciferase inh: -11%; GPT2 inh: 5%; HEK293 tox: -25%; NIH3T3 tox: -25%; SNCA expr inhib: -6%
# Entry for Cn1ccnc1C(=O)N1CCC2(CC1)CN(c1ncccn1)CC2CO (centres undefined) → IP6K1 inhibitor: -11; SNCA viab count: 0%; Luciferase inh: 7%; GPT2 inh: 1%; HEK293 tox: 11%; NIH3T3 tox: -1%; SNCA expr inhib: 7%
